HCMV antiviral: qHTS Assay for inhibitors of the human cytomegalovirus (HCMV); activity change, negative = inhibition, % at 57.5 µM; AID 1259415, 2018; 4.5% of 410,000 active; HFF cells, HCMV-luciferase reporter, 72 h; active compounds read low; in the data active means activity change below about -60%; inconclusive means no clear call, values can overlap the other calls; inactive means above about -39%
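HFF cells seeded 16 h at 37C, treated with compounds, infected with luciferase-reporter HCMV at MOI 1 PFU/cell; luciferase read at 72 h post infection, normalized to buffer-only and Salinomycin controls.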
AMA1 RON2 block: qHTS for Inhibitors of AMA1-RON; Towards Development of Antimalarial Drug Lead: Primary Screen; Plasmodium falciparum AMA1 (3D7) - RON2 peptide interaction; AlphaScreen AMA1-biotinylated RON2 peptide binding; Potency, µM (series often up to 58.2 µM), for the others: at the top dose activity change, negative = inhibition, hits mostly inhibitors; 0.2% of 360,000 active;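 further: potency means the concentration at half of the fitted maximal effect; 0% = vehicle wells and -100% = peptide control; nearly all actives have a fitted effect of over 45% in size; some results filed as inactive show a strong effect at the top dose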
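AMA1 (3D7) with his tag at 25 nM final met compounds first, then biotinylated RON2 peptide at 25 nM; detection used donor plus acceptor beads, 10 µg/mL apiece, read by AlphaScreen after 30 min at room temperature.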
Sm TGR inh: qHTS Assay for the Inhibitors of Schistosoma Mansoni Peroxiredoxins | Schistosoma mansoni thioredoxin glutathione reductase (TGR), Q962Y6 | purified TGR, DTNB reduction, TNB absorbance 405 nm | Potency, µM (top dose mostly 114 µM), for the others: top-dose activity change, negative = inhibition, usual class: inhibitors | 3% of 360,000 active | AID 485364, 2010; further: potency means the concentration at half of the fitted maximal effect; nearly all actives have a fitted effect of over 60% in size
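TGR 20 nM + NADPH 100 uM (dispensed conc.), cpd preinc 15 min RT; start with NADPH (500 uM addition) then DTNB (15 mM addition). Kinetic TNB absorbance, 405 nm filter. Four-parameter Hill fit across titration.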
AmpC inh detg: qHTS Inhibitors of AmpC Beta-Lactamase (assay with detergent) | AID 485294, 2010 | 0.041% of 370,000 active | Potency, µM (titrated, usually from 114 µM), without a hit: top-dose activity change, negative = inhibition, hits mostly inhibitors | AmpC hydrolysis of nitrocefin, absorbance 480 nm, 0.01% Triton;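 further: potency means the concentration at half of the fitted maximal effect; 0% = no-compound wells and -100% = no-enzyme wells; nearly all actives have a fitted effect of over 25% in size; some results filed as inactive show a strong effect at the top dose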
Target sequence (P00811 whole entry, looked up): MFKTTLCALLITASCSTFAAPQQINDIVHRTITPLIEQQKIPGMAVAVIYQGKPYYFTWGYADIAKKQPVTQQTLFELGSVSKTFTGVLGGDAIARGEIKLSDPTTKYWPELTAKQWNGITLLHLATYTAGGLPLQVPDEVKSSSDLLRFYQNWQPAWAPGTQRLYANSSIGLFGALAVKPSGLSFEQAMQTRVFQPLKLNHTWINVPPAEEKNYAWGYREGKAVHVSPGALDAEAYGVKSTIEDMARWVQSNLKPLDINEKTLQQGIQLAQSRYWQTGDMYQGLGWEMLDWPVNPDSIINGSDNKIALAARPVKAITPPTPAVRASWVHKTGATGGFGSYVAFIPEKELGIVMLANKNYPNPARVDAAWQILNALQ
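20 mM phosphate pH 7.0 + 0.01% (detergent screen) or 0.0001% Triton X-100; 5.3 nM AmpC reagent; cpd preinc 15 min RT; nitrocefin (800 uM stock) to start; A480 q20 s × 4 min; Activity was normalised to no-enzyme and no-compound control wells.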
AmpC inh no detg: qHTS Inhibitors of AmpC Beta-Lactamase (assay without detergent); AmpC nitrocefin hydrolysis, absorbance 480 nm, 0.0001% Triton; Potency, µM (doses to about 57.1 µM), inactives show top-dose activity change, negative = inhibition, most hits filed as inhibitors; 0.52% of 330,000 active;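 further: potency means the concentration at half of the fitted maximal effect; plate controls were no compound for no effect and no enzyme for full effect; nearly all actives have a fitted effect of over 20% in size; some results filed as inactive show a strong effect at the top dose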
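20 mM phosphate pH 7.0 + 0.01% (detergent screen) or 0.0001% Triton X-100; 5.3 nM AmpC reagent; cpd preinc 15 min RT; nitrocefin (800 uM stock) to start; A480 q20 s × 4 min; Activity was normalised to no-enzyme and no-compound control wells.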
FBPA Giardia inh: qHTS Assay for Inhibitors of Fructose-1,6-bisphosphate Aldolase from Giardia Lamblia | A8B2U2 | AID 2451, 2010 | purified Giardia FBPA | Potency, µM (highest dose often 59.6 µM), inactives show at the top dose activity, negative = inhibition, most hits filed as inhibitors | 0.71% of 290,000 active; further: potency means the concentration at half of the fitted maximal effect; nearly all actives have a fitted effect of over 55% in size
Target sequence (A8B2U2 whole entry, looked up): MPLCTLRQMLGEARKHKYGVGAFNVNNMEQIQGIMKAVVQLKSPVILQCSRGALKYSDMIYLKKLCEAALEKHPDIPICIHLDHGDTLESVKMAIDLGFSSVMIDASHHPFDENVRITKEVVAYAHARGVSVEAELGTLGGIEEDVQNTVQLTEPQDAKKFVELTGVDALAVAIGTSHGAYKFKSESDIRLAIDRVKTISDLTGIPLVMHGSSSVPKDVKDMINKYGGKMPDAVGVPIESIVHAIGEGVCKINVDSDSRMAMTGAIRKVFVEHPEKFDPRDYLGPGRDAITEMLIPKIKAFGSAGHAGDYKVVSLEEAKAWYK
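40 nM FBPA preincubated 10 min at RT with compound (up to 57.5 uM final), then substrate plus GAPDH/TPI/NAD/arsenate coupling and diaphorase/resazurin added. Fluorescence read after 20 min at RT, 525/598 nm.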
* marks the source's active call; other numbers are inactive results; ? = inconclusive; . = not tested or not shown; & = joins results of further samples; [ ] = dose if it differs, or a comment. Unless noted, the call rests on the fitted dose curve; in most records, active means well fitted curve in the direction sought with a large enough effect; inconclusive means small, poorly fitted or top-dose-only effect, or another doubt; inactive means no such curve, though single readings can be large; an effect the other way counts as inactive or inconclusive. Unless noted, on the % scale 0 is the no-effect control and ±100 the full control effect. The order is random; any-hit rate near 7.8%.

Every second line gives: HCMV antiviral, AMA1 RON2 block, Sm TGR inh, AmpC inh detg, AmpC inh no detg, FBPA Giardia inh
> CC(Oc1ccc2c(-c3ccccc3)cc(=O)oc2c1)C(=O)NCC1CCC(C(=O)O)CC1 (centres undefined)
  -22&-25, 10%&9%, 1%&6%, ?, -33%&-20%, 1%&0%
> CCC(C)(C)c1ccc(Oc2ccc(N)cc2)cc1
  -91*, ?, 3%, -1%, -1%, -1%
> N#Cc1nc(COc2ccccc2)oc1N1CCC(Cc2ccccc2)CC1
  -25, ?, -2%, -9%, -30%, -5%
> COCc1cc(C)[nH]c(=O)c1C#N
  10, 0%, 0%, -9%, -9%, -2%
> N#C/C(=C/c1ccc(N2CCOCC2)o1)C(=O)Nc1ccccc1
  58, -7%, ., -15%, -2%, -4%
> O=C1NCCCC1C(=O)N1CCCCC1 (centres undefined)
  36, 49%[activator], 1%, 0%, -9%, 4%
> COc1ccc(C(=O)N/N=C/c2ccc3cccc(OCc4ccccc4)c3n2)cc1
  15, 6%, -16%, -14%, -23%, 0%
> CC(=O)c1ccc(OCC(=O)NC2CCCN(Cc3ccccc3F)C2)cc1 (centres undefined)
  -31, 6%, -25%, ?, 25%, 0%
> CC(=O)c1cccc(NC(=O)CCn2c(=S)oc3ccccc32)c1
  -35, 48%[activator], -3%, -6%, -23%, -4%
> COc1ccc(OC)c(Nc2cc(C)c3ccccc3n2)c1
  -4, -24%, 12%, ?, -49%, 4%
> Cc1cccc(N(CC(=O)N/N=C/c2ccccc2C(=O)O)S(C)(=O)=O)c1C
  -12, 24%, 5%, 0%, -12%, -8%
> COc1ccc(NC(=O)C2CCC(CNS(=O)(=O)c3cccs3)CC2)cc1 (centres undefined)
  ?, 0%, -3%, -1%, -15%, 9%
> COc1ccc(C(CC(=O)N2CCCCC2)NC(=O)C(F)(F)F)cc1 (centres undefined)
  -9, 11%, 21%, ?, -8%, 4%
> O=C(c1cc(F)ccc1F)C1CCCN(C(=O)c2ccco2)C1 (centres undefined)
  -12, 7%, -2%, 4%, -14%, -1%
> CCCCNC(=O)c1ccc2c(c1)ncn2-c1cc(OC)ccc1OC
  34, ., 20%, 6%, ., .
> Brc1ccc(/C=N/Nc2ccccc2)cc1
  -14, -28%, -18%, -4%, -29%, 0%
> CCCOc1ccc(C(=O)CCN2CCCCC2)cc1
  -27, -4%, 0.32µM*, 5%, -4%, -4%
> COc1cc(C#N)ccc1OCC(=O)Nc1ccc(C)c(S(=O)(=O)N2CCOCC2)c1
  18, 0%, -1%, ?, 8%, 2%
> CCC1CCCCN1CCCNC(=O)C1CCCN(S(=O)(=O)N2CC(C)CC(C)C2)C1 (centres undefined)
  0, -6%, 5%, -2%, 1%, -1%
> CCOC(=O)Cn1c(=O)n(CC(=O)OCC)c2ccccc21
  -28, -2%, 0%, -9%, -6%, 3%
> CCN(C(=O)CN1CCCCC1C)c1c(N)n(Cc2ccccc2)c(=O)[nH]c1=O (centres undefined)
  101, 0%, 0%, -7%, -21%, .
> Brc1ccc(-c2nc3ncccn3c2Nc2ccc3c(c2)OCCO3)o1
  4, -19%, -27%, -2%, -10%, 3%
> Cc1cccc(C(=O)Nc2cccc(C(=O)N3CCOCC3)c2)c1
  99, 0%, 0%, -9%, -15%, 3%
> CCOc1cc(C2Nc3ccccc3C(=O)N2c2ccccc2)c(Br)cc1OCC(=O)O (centres undefined)
  12, -5%, -18%, -4%, -20%, 13%
> COCCNC(=O)c1cc2ncc(Br)cn2n1
  10, -7%, -8%, -12%, -13%, 8%
> O=C1CCN(C(=O)Nc2cccc(Cl)c2)N1
  8, 3%, -19%, -13%, -25%, -18%
> N#Cc1ccc(COc2ccc(CCO)cc2-n2nc3ccccc3n2)cc1
  -4, 3%, -11%, -2%, 54%, 1%
> CN(Cc1ccco1)S(=O)(=O)c1ccc2c(c1)CCN2C(=O)CCC(=O)O
  -6, -2%, -7%, -17%, 1%, 10%
> CSC(=NC#N)N1CCN(C(c2ccccc2)c2ccccc2)CC1
  1, -4%, ?, -6%, 22%, 4%
> CCN(CCn1cccn1)C(=O)c1cc(COc2cc(C)ccc2C)on1
  75, 0%, 1%, 1%, 102%[activator], .

Next part (two carried over from the part before).
Every second line gives: HCMV antiviral, AMA1 RON2 block, Sm TGR inh, AmpC inh detg, AmpC inh no detg, FBPA Giardia inh
> CSC(=NC#N)N1CCN(C(c2ccccc2)c2ccccc2)CC1
  1, -4%, ?, -6%, 22%, 4%
> CCN(CCn1cccn1)C(=O)c1cc(COc2cc(C)ccc2C)on1
  75, 0%, 1%, 1%, 102%[activator], .
> CCOC(=O)N1CCC(N2C(=O)c3ccccc3C2Nc2ccc(Cl)cn2)CC1 (centres undefined)
  -4, 4%, -2%, -10%, 112%[activator], -15%
> CCN(CC)C(=O)CN(c1cc2c(cc1OC)oc1ccccc12)S(=O)(=O)c1ccc(C)cc1
  76, -14%, -1%, ?, 39%, 0%
> O=C1c2cc(F)ccc2-n2c1nc1ccccc1c2=O
  -83*, 5%, -1%, -4%, -23%, ?
> C=CCOC(=O)/C(=C/c1cccnc1)NC(=O)c1ccccc1
  15, -2%, 9%, -3%, -10%, 5%
> CCOc1ccc(C2c3[nH]c4ccccc4c3C[C@H]3C(=O)N(C4CCN(Cc5ccccc5)CC4)CC(=O)N23)cc1OC (some centres undefined)
  7, -26%, 8%, -6%, 168%[activator], 9%
> COc1ccc(-c2nnc(SCC3CCCO3)n2C)cc1 (centres undefined)
  14, -7%, 3%, 6%, 9%, 2%
> CC(C)CCn1c(SCc2c(F)cccc2Cl)nc2ccsc2c1=O
  14, ., 11%, 5%, ., .
> COc1ccc([N+](=O)[O-])cc1/C=N/Nc1nn[nH]n1
  -30, -11%, 5%, 2%, -25%, -26%
> CC(=O)n1cc([C@H]2C=C(C(=O)NCc3ccccc3)O[C@@H](OCc3ccc(CO)cc3)C2)c2ccccc21
  -15, -13%, ?, 7%, 28%, ?
> CC(=O)Nc1ccc(NC(=O)C2CCN(C(=O)C3CC(=O)N(c4ccc(C)cc4)C3)CC2)cc1 (centres undefined)
  17, 6%, 9%, 9%, 5%, .
> O=S(=O)(c1ccc(Cl)cc1)c1cnc2ccccc2n1
  -32, -14%, ?, 3%, -9%, 6%
> CN(CC(=O)Nc1ccccc1N1CCOCC1)S(=O)(=O)c1ccc(F)cc1
  -29, 10%, -23%, 5%, 13%, -2%
> COc1ccccc1C(=O)CN1C(=O)NC2(CCCCCC2)C1=O
  -2, -19%, ., ., -23%, .
> O=C1CCNc2c(Cl)cc(Cl)cc21
  34, 12%, 6%, -2%, -9%, -4%
> CCN(CC)C(=O)CSc1nnc(-c2ccccc2)o1
  105, 6%, -3%, -2%, -8%, 2%
> N#Cc1cnn2c(-c3cccc([N+](=O)[O-])c3)ccnc12
  56, -2%, 9%, -16%, -19%, .
> O=C(O)C1CC=CCC1C(=O)Nc1ccccc1 (centres undefined)
  19, 5%, 7%, 0%, -5%, 3%
> CCN(CC)CCCNC(=O)Cn1nc(-c2ccccc2)ccc1=O
  -29, -3%, 8%, -12%, -17%, 0%
> CCC(C(=O)NCC1CCCO1)N(C(=O)CNS(=O)(=O)c1ccccc1)c1ccc(F)cc1 (centres undefined)
  5, 22%, 11%, -1%, 113%[activator], 7%
> CCN(CC)CCCNC(=O)Cn1nc(C)n2c(cc3sccc32)c1=O
  -11, ., -5%, -1%, ., .
> Cc1ccc(S(=O)(=O)/N=C(/c2ccc(F)cc2)N2CCCCC2)cc1
  32, 3%, 1%, ?, -6%, 0%
> COc1ccc(C(=O)COC(=O)c2ccc3c(c2)OCO3)c(OC)c1
  -31, 10%, 10%, 4%, -7%, .
> O=C(O)c1cn(Cc2ccccc2)c2ccccc2c1=O
  ?, 8%, -21%, -15%, -27%, 2%
> CCc1nnc(NS(=O)(=O)c2ccc(N=Cc3c(C)[nH]n(-c4ccc(Cl)cc4)c3=O)cc2)s1
  -34, -3%, -11%, -8%, -21%, 3%
> CCOc1cc(/C=N\O)cc(Cl)c1OCC
  -25, -15%, ?, ?, -3%, -13%
> O=C(Nc1ccc2nc(SCC(=O)N3CCc4ccccc43)sc2c1)c1ccc(Cl)cc1
  -93*, ., 1%, 20%, ., .
> COc1ccc(CNC(=O)C2CCN(S(=O)(=O)N3CCC4(CC3)OCCO4)CC2)c(OC)c1
  -12, 38%[activator], 0%, ?, 27%, -1%
> NC(N)=N/N=C/c1cccc([N+](=O)[O-])c1O
  -29, 40%[activator], -4%, 6%, -8%, 16%
> Nc1ccccc1C(=O)OCC(=O)Nc1ccc(Br)cc1F
  -14, 1%, 4%, 0%, -37%, 3%
> CS(=O)(=O)N(CC(=O)NC1CC1)c1cccc(F)c1
  ?, -3%, -4%, ?, -9%, 5%
> COc1cc(NC(=O)N2CCC(CN3CCOCC3)CC2)cc(OC)c1OC
  21, ., 4%, 14%, ., .
> COC(=O)C(C(=O)OC)=C(/C=C/N(C)C)N(C)C
  -8, -1%, 30%, -3%, -37%, 3%
> CCn1cc(C(=O)O)c(=O)c2cnc(N3CCN(C(=S)Nc4ccccc4Cl)CC3)nc21
  36, 2%, -4%, -3%, -4%, -13%
> CCC1C(=O)NCCN1C(=O)CCc1nnc(CCc2ccc(OC)cc2)o1 (centres undefined)
  33, -1%, -18%, -10%, -8%, .
> O=C(Cc1ccccc1)Nc1sc2c(c1C(=O)Nc1ccc(Br)cc1)CCC2
  5, ., -10%, -4%, ., .
> Nc1ccccc1N1CCN(C(=O)c2ccccc2)CC1
  -21, -3%, -10%, -10%, -14%, -19%
> COc1cccc(N2CCN(C(=O)Cn3ncc4c(=O)oc5ccccc5c43)CC2)c1
  6, ., 6%, 10%, ., .

Shown with bars between the fields: entries from further up.
canonical_smiles | HCMV antiviral | AMA1 RON2 block | Sm TGR inh | AmpC inh detg | AmpC inh no detg | FBPA Giardia inh
CCC1C(=O)NCCN1C(=O)CCc1nnc(CCc2ccc(OC)cc2)o1 (centres undefined) | 33 | -1% | -18% | -10% | -8% | .
O=C(Cc1ccccc1)Nc1sc2c(c1C(=O)Nc1ccc(Br)cc1)CCC2 | 5 | . | -10% | -4% | . | .
